SNCA expr inhib = reduces expression of the alpha-synuclein gene; HEK-293 SNCA-luciferase knock-in, luminescence, 24 h; Potency, µM (highest dose often 57.2 µM), for inactives: top-dose activity change, negative = inhibition, most hits filed as inhibitors; hit rate 0.17% among 140,000; AID 1671194;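 also: potency is read from the fitted curve at half-maximal effect; plate controls were DMSO cells for no effect and cell-free wells for full effect; nearly all actives have a fitted effect of over 45% in size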
3T3 cytotox = NIH 3T3 cell cytotoxicity | hit rate 4.3% among 94,000 | Potency, µM (top dose mostly 96.7 µM), inactives show at the top dose activity change, negative = cytotoxicity, usual class: inhibitors | AID 1345082 | NIH 3T3 viability, CellTiter-Glo ATP luminescence, 48-72 h; also: potency is read from the fitted curve at half-maximal effect; nearly all actives have a fitted effect of over 55% in size
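First NIH 3T3 cells are plated at 400 cells/well; next compound is pinned in; then plates incubate 48 or 72 hr at 37 °C; finally CellTiter-Glo is added and luminescence read after 10 min.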
HEK293 viab = reduces viability of HEK-293 SNCA reporter cells. HEK-293-SNCA-luc viability, GF-AFC fluorescence, 24 h. Potency, µM (doses to about 57.1 µM), inactives show at the top dose activity change, negative = cytotoxicity, usual class: cytotoxic. hit rate 0.12% among 150,000. AID 1671193;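 also: potency is read from the fitted curve at half-maximal effect; 0% = DMSO-treated cells and -100% = medium-only wells without cells; nearly all actives have a fitted effect of over 30% in size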
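HEK-293-SNCA-luc cells (1500/well) plated 24 h, then exposed 24 h to a dilution series; GF-AFC added 30 min at 37C, fluorescence 405/540 nm; normalised to medium-only and DMSO wells, Hill fit.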
IP6K1 inh = inhibitors of human IP6K1 | Q92551 | IP6K1 kinase, ADP-Glo luminescence, 2 h; hits give low values | activity change, % (series mostly up to about 58 µM) | hit rate 0.81% among 140,000; in the data active = activity change below about -25%
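ADP-Glo luminescence measures ADP made by human IP6K1 during a 2 h RT reaction with ATP/IP6 (mix at 1.3 mM/130 uM); top library doses 57.5 and 19.1 uM final.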
HEK cytotox = kills HEK 293 cells. HEK 293 viability, ATP luminescence (CellTiter-Glo), 48-72 h. hit rate 6.6% among 94,000. Potency, µM (series often up to 115 µM), without a hit: at the highest dose activity change, negative = cytotoxicity, most hits filed as inhibitors. AID 1345083; also: potency is read from the fitted curve at half-maximal effect; nearly all actives have a fitted effect of over 60% in size
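HEK 293 seeded at 250 cells/well receive compound via pintool. After 48 or 72 hr at 37 degree Celsius, 5% CO2 and 95% humidity, CellTiter-Glo is dispensed and luminescence read following 10 min at room temperature.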
GPT2 inhibitor = GPT2 alanine aminotransferase inhibition; Q8TD30; Recombinant GPT2, coupled pyruvate oxidase/HRP Amplex Red fluorescence; Potency, µM (top dose mostly 57.7 µM), for the others: at the highest dose activity change, negative = inhibition, hits mostly inhibitors; hit rate 0.25% among 100,000; also: potency is read from the fitted curve at half-maximal effect; nearly all actives have a fitted effect of over 60% in size; many of its hits are not listed in these tables
Target sequence (Q8TD30 whole entry, looked up): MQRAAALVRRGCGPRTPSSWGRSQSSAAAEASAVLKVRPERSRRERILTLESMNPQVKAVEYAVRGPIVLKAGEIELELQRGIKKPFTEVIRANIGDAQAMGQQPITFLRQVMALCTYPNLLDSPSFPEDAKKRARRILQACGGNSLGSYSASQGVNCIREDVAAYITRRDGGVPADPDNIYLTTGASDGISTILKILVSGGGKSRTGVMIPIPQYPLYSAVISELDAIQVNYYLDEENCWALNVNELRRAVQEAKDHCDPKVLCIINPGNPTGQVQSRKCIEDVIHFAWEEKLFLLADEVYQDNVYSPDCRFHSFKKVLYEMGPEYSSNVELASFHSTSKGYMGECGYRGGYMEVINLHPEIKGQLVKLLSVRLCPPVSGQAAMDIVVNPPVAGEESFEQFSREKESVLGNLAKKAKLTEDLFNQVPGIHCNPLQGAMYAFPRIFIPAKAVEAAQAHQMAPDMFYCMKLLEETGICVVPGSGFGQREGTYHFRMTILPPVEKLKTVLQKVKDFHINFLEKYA
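Recombinant GPT2 (10ng/uL) with 250uM a-KG and 2mM L-alanine, 30 min at room temperature, in HEPES pH 7.5 buffer. Pyruvate detected by pyruvate oxidase/HRP/Amplex Red fluorescence after 30 min in the dark; AOA (50uM) as positive control.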
FLuc inh = Photinus pyralis luciferase inhibition; P08659; purified P. pyralis luciferase, luminescence, biochemical; Potency, µM (top dose mostly 115 µM), for inactives: top-dose activity change, negative = inhibition, hits mostly inhibitors; hit rate 2.5% among 76,000; also: potency is read from the fitted curve at half-maximal effect; nearly all actives have a fitted effect of over 65% in size
Target sequence (P08659 whole entry, looked up): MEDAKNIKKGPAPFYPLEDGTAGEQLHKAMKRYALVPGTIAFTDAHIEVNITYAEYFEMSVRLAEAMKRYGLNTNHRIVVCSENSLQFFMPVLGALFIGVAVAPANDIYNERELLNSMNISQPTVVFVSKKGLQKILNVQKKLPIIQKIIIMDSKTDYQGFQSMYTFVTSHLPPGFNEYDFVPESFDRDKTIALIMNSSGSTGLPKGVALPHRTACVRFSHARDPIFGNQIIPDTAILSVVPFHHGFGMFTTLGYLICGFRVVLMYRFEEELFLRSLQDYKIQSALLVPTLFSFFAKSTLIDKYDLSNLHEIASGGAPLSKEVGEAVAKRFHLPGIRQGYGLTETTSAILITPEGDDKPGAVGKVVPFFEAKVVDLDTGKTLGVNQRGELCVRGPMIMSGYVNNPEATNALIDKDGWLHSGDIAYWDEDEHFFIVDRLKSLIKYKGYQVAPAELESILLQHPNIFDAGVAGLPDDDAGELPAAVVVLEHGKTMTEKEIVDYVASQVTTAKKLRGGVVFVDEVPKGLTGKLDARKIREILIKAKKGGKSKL
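Biochemical qHTS: compound (6-point titration) added to 10uM D-luciferin plus 10uM ATP in Tris acetate pH 7.5 buffer with Mg, Tween-20 and BSA, then purified enzyme at 10nM; light output imaged.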
Numbers without * were called inactive; [ ] = remark or other dose. Unless noted, calls follow the shape of the dose curve; as a rule, active = well fitted curve in the direction sought with a large enough effect; inconclusive = small, poorly fitted or top-dose-only effect, or another doubt; inactive = no such curve, though single readings can be large; an effect the other way counts as inactive or inconclusive. Unless noted, % is scaled to controls: 0 for no effect and ±100 for the full control effect. The list is partial, so the mix of outcomes need not match the whole.

The first three entries, to show the layout:
For Cc1cnc(C2CCC2)n1C1CCN(C(=O)CCC2CCCC2)CC1 the results were SNCA expr inhib -24%, 3T3 cytotox inconclusive, HEK293 viab inconclusive, IP6K1 inh 0, HEK cytotox inconclusive, GPT2 inhibitor inactive and FLuc inh 7%.
`c1cc2nncn2nc1NC1CCCC1` gave SNCA expr inhib 33%[activator], 3T3 cytotox -16%, HEK293 viab 4%, IP6K1 inh 3, HEK cytotox 3%, GPT2 inhibitor -16% and FLuc inh -5%.
Screening CC(=O)N(O)CCCCCNC(=O)CCC(=O)N(O)CCCCCNC(=O)CCC(=O)N(O)CCCCCN returned SNCA expr inhib inconclusive, HEK293 viab -30%[23.9 µM], IP6K1 inh -8 and GPT2 inhibitor inconclusive.

The whole of this part, from the first entry:
For Cc1cnc(C2CCC2)n1C1CCN(C(=O)CCC2CCCC2)CC1 the results were SNCA expr inhib -24%, 3T3 cytotox inconclusive, HEK293 viab inconclusive, IP6K1 inh 0, HEK cytotox inconclusive, GPT2 inhibitor inactive and FLuc inh 7%.
`c1cc2nncn2nc1NC1CCCC1` gave SNCA expr inhib 33%[activator], 3T3 cytotox -16%, HEK293 viab 4%, IP6K1 inh 3, HEK cytotox 3%, GPT2 inhibitor -16% and FLuc inh -5%.
Screening CC(=O)N(O)CCCCCNC(=O)CCC(=O)N(O)CCCCCNC(=O)CCC(=O)N(O)CCCCCN returned SNCA expr inhib inconclusive, HEK293 viab -30%[23.9 µM], IP6K1 inh -8 and GPT2 inhibitor inconclusive.
`CC(C)C(=O)N1CCC2(CN[S+](=O)([O-])c3cnccc3O2)C1` (centres undefined) gave SNCA expr inhib 9%, 3T3 cytotox inactive, HEK293 viab 4%, IP6K1 inh -5, HEK cytotox inactive and GPT2 inhibitor inactive.
`Fc1ccc(Nc2cnc3ccc(-c4ccccc4)nn23)cc1` gave SNCA expr inhib 11%[87.6 µM], 3T3 cytotox 79µM*, HEK293 viab -14%[87.6 µM], IP6K1 inh -16, HEK cytotox 100µM*, GPT2 inhibitor -15%[88.5 µM] and FLuc inh -23%[172 µM].
Screening CCc1ccc(NC(=O)c2ccc3c(O)c(S(=O)(=O)c4ccccc4)c(=O)[nH]c3c2)cc1 returned SNCA expr inhib -6%, HEK293 viab -8% and IP6K1 inh -8.
O=C1CCCCCN1C1CCN(Cc2cccnc2)CC1 was read as SNCA expr inhib -10%[87.6 µM], 3T3 cytotox -15%[138 µM], HEK293 viab -10%[87.6 µM], IP6K1 inh 12, HEK cytotox -18%[172 µM], GPT2 inhibitor inactive and FLuc inh -4%[172 µM].
CNc1ncccc1C(=O)N1CCC(O)(c2ccc(C)cn2)CC1 was read as SNCA expr inhib -9%, 3T3 cytotox -3%, HEK293 viab 2%, IP6K1 inh -14, HEK cytotox inactive, GPT2 inhibitor -4% and FLuc inh 4%.
`Cc1onc(-c2ccccc2)c1C(=O)N[C@@H]1CCC[C@@H](C(=O)N2CCN(C)CC2)CC(=O)N(C)C1` gave SNCA expr inhib inconclusive, 3T3 cytotox -14%, HEK293 viab 3%, IP6K1 inh 2, HEK cytotox -11%, GPT2 inhibitor 2% and FLuc inh 0%.
For O=S(=O)(c1ccc(F)cc1)N1CCC(OC2CCN(Cc3ccccc3)CC2)CC1 the results were SNCA expr inhib -12%, 3T3 cytotox inconclusive, HEK293 viab -10%, IP6K1 inh -9, HEK cytotox inconclusive, GPT2 inhibitor inactive and FLuc inh -6%.
CCn1nccc1C(=O)Nc1ccc(-c2nnc3n2CCCC3)cc1 was read as SNCA expr inhib -13%, 3T3 cytotox -4%, HEK293 viab -7%, IP6K1 inh 31, HEK cytotox 5%, GPT2 inhibitor inactive and FLuc inh -16%.
Screening Cn1ccc(C(=O)N2CC(CNC(=O)Cc3ccccc3)C3(C2)CN(c2ccccc2)C3)n1 (centres undefined) returned SNCA expr inhib 9%, 3T3 cytotox inconclusive, HEK293 viab 7%, IP6K1 inh 20, HEK cytotox inactive, GPT2 inhibitor inactive and FLuc inh 2%.
`CCc1ccccc1NS(=O)(=O)c1ccc2[nH]cc(C(=O)NC3CCCC3)c(=O)c2c1` gave SNCA expr inhib inconclusive, HEK293 viab -21% and IP6K1 inh 9.
COc1ccccc1NC(=O)CSc1oc(-c2cccs2)nc1S(=O)(=O)c1ccc(Br)cc1 was read as SNCA expr inhib 0%, HEK293 viab -1% and IP6K1 inh -20.
`Cc1noc(C)c1CC(=O)NCCc1noc(-c2cccnc2)n1` gave SNCA expr inhib -4%, 3T3 cytotox inactive, HEK293 viab -6%[12.5 µM], IP6K1 inh 20, HEK cytotox -4%, GPT2 inhibitor -8% and FLuc inh 0%.
COCc1cc(=O)n(CC(=O)Nc2ccc(C)cc2Cl)c(N2CCOCC2)n1 was read as SNCA expr inhib -12%, 3T3 cytotox -26%, HEK293 viab -20%, IP6K1 inh 26, HEK cytotox -12%, GPT2 inhibitor inactive and FLuc inh 0%.
COc1ccc(N2CCN(S(=O)(=O)c3ccc4c(c3)CC(C)N4C(C)=O)CC2)cc1 (centres undefined) was read as SNCA expr inhib 17%, HEK293 viab 10% and IP6K1 inh 11.
For COCCn1c(C(=O)OC)c(NC(=O)Cc2ccccc2)c2cc(NC3CCCCC3)cnc21 the results were SNCA expr inhib -1%, 3T3 cytotox inactive, HEK293 viab 3%, IP6K1 inh 21, HEK cytotox 10%, GPT2 inhibitor 2% and FLuc inh -2%.
For CCOc1cc(-c2nnc(SCC(=O)NCc3ccccc3)nc2-c2ccc(OC)c(OCC)c2)ccc1OC the results were SNCA expr inhib 6%, HEK293 viab -28% and IP6K1 inh -6.
Screening CCc1cccc(Nc2ncnc3onc(-c4ccc(F)cc4)c23)c1 returned SNCA expr inhib -5%, HEK293 viab -2% and IP6K1 inh 20.
`O=C(NCC(c1ccc2c(c1)OCO2)N1CCN(c2ccccc2)CC1)C(=O)Nc1ccccc1F` (centres undefined) gave SNCA expr inhib 41%[activator], HEK293 viab -4% and IP6K1 inh -23.
For CCC(C)NC(=O)Cn1c(=O)n(-c2ccc(C)c(C)c2)c(=O)c2c(C)c(C(=O)N(CC)CC)sc21 (centres undefined) the results were SNCA expr inhib 7%, HEK293 viab 10% and IP6K1 inh -2.
COc1ccc(S(=O)(=O)n2nc(C)c(S(=O)(=O)N3CCCCCC3)c2C)cc1 was read as SNCA expr inhib 20%, HEK293 viab 8% and IP6K1 inh -16.
For COc1cc(NC(=O)c2ccc(NC(=O)N3CCSc4ncccc43)cc2)cc(OC)c1 the results were SNCA expr inhib 87%[activator], HEK293 viab -4% and IP6K1 inh 17.
Cc1cccc(NC(=O)CSc2nc3c(oc4ccccc43)c(=O)n2C(C)C)c1 was read as SNCA expr inhib -24%, HEK293 viab -24% and IP6K1 inh -1.
For CSc1ncc(C(=O)N2CCC(c3nccn3CCN(C)C)CC2)cn1 the results were SNCA expr inhib -4%, 3T3 cytotox -11%, HEK293 viab 0%, IP6K1 inh -7, HEK cytotox -4%, GPT2 inhibitor -2% and FLuc inh 10%.
COc1ccc(-n2c(=O)c3c(n2Cc2ccccc2)CN(C(=O)C2CCC(OC)CC2)CC3)cc1 (centres undefined) was read as SNCA expr inhib -13%, 3T3 cytotox inconclusive, HEK293 viab 2%, IP6K1 inh 13, HEK cytotox -6%, GPT2 inhibitor inactive and FLuc inh 2%.
For Cc1ccccc1OCc1nc(C2CN(C(=O)c3cc(F)ccc3F)C2)no1 the results were SNCA expr inhib 7%, 3T3 cytotox -29%, HEK293 viab 1%, IP6K1 inh 0, HEK cytotox inconclusive, GPT2 inhibitor inactive and FLuc inh -3%.
CCN(CC)Cc1cccc(/C=C/c2nc3ccc(F)cc3c(=O)n2-c2ccccc2Cl)n1 was read as HEK293 viab inconclusive, IP6K1 inh 22 and GPT2 inhibitor inconclusive.
CNC(=O)[C@@H]1CN(Cc2cccc(OC(F)(F)F)c2)C[C@H]1CO was read as SNCA expr inhib 19%, 3T3 cytotox 5%, HEK293 viab -2%, IP6K1 inh -2, HEK cytotox -7%, GPT2 inhibitor 4% and FLuc inh 5%.
For Cc1c(Cl)cccc1NC(=O)N(C)CC1CCOCC1 the results were SNCA expr inhib -24%, 3T3 cytotox inactive, HEK293 viab 10%, IP6K1 inh 11, HEK cytotox -8%, GPT2 inhibitor -1% and FLuc inh -5%.
Screening COc1ccc(S(=O)(=O)N2CCN(C(=O)c3cc(-c4ccc(Br)cc4)n[nH]3)CC2)cc1OC returned SNCA expr inhib inconclusive, HEK293 viab 1% and IP6K1 inh -1.
`Cc1cccc(-n2ncc(C(=O)N3CCC(C)CC3)c2C2CCN(C(=O)OC(C)(C)C)CC2)c1` gave SNCA expr inhib -6%, HEK293 viab 2% and IP6K1 inh 6.
Screening O[C@@H]1C[C@@H](c2nnc3n2CCN(C2CCCC2)C3)N(Cc2cccnc2)C1 returned SNCA expr inhib 13%, 3T3 cytotox -11%, HEK293 viab 14%[12.5 µM], IP6K1 inh -4, HEK cytotox -18%, GPT2 inhibitor 4% and FLuc inh -13%.
Screening COc1ccc(C2c3c(oc4ccc(C)cc4c3=O)C(=O)N2CCCN2CCOCC2)cc1OC (centres undefined) returned SNCA expr inhib 53%[activator], HEK293 viab -6% and IP6K1 inh 9.
`CCN(c1ccc(OC)cc1)S(=O)(=O)c1ccc2[nH]c(=O)ccc2c1` gave SNCA expr inhib -2%, HEK293 viab -9% and IP6K1 inh -2.
Screening CN1CC(=O)N(C2CCCNCC2)Cc2c1ncnc2N1CCCC(CO)C1 (centres undefined) returned SNCA expr inhib 5%, 3T3 cytotox -13%, HEK293 viab 10%, IP6K1 inh 9, HEK cytotox -6% and GPT2 inhibitor -21%.
Cc1ccc(NC(=O)c2sc3nc4n(c(=O)c3c2C)CCCCC4)c(Br)c1 was read as SNCA expr inhib -1%, HEK293 viab 8% and IP6K1 inh -15.
Screening Cn1c(=O)n(-c2ccc(F)c(Cl)c2)c(=O)c2sc3ccccc3c21 returned SNCA expr inhib -5%, HEK293 viab 2% and IP6K1 inh -19.
`O=C(c1ccc(F)cc1)N1CCC(C(=O)N2CCC(N3CCOC3=O)CC2)CC1` gave SNCA expr inhib 11%, 3T3 cytotox -26%, HEK293 viab 8%, IP6K1 inh 7, HEK cytotox -3% and GPT2 inhibitor -21%.
`Cc1nc2ccc(Cl)cn2c1C(=O)NC1CCOC2(CCOCC2)C1` (centres undefined) gave SNCA expr inhib -9%, 3T3 cytotox 4%, HEK293 viab -4%, IP6K1 inh 8, HEK cytotox inactive, GPT2 inhibitor -8%[11.5 µM] and FLuc inh 7%.
Cn1c(C(=O)NCc2cccc(Cl)c2)cc2oc3ccccc3c21 was read as SNCA expr inhib 32%[activator], HEK293 viab 5% and IP6K1 inh -13.
Cc1ccc(CN(C(=O)COc2ccc(Cl)c(C)c2)C2CCS(=O)(=O)C2)o1 (centres undefined) was read as SNCA expr inhib 0%, HEK293 viab 15% and IP6K1 inh 11.
